# RGS4-Gao reg = modulators of RGS4 binding to Galphao, primary screen, biochemical, multiplexed bead flow cytometry. Guanine nucleotide-binding protein G(o) subunit alpha (Homo sapiens), P09471. actives lie on both sides. binding response (% of control), % at 10 µM. 220,000 tested, 0.33% active; in the data active = binding response below about 49% or above about 150%; inactive = in between;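 note: fluorescent Galphao activated with aluminum fluoride binding bead-coupled RGS4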
# Target sequence (P09471 whole entry, looked up): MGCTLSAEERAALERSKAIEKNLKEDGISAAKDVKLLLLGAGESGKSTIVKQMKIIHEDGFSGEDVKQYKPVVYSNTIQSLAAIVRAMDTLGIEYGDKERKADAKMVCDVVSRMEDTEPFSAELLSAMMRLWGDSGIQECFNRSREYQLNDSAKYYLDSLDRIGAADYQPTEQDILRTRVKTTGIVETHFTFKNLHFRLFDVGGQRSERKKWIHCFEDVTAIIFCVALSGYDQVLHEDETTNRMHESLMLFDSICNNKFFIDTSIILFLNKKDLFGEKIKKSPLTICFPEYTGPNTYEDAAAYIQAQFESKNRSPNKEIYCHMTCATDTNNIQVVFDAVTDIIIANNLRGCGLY
# Bim-Bcl-2 = inhibitors of Bim-Bcl-2 binding, primary screen, biochemical, multiplexed, human Bcl-2 family; Apoptosis regulator Bcl-2 (Homo sapiens), P10415; Bead-based flow cytometry, Bim peptide-Bcl-2 binding; inhibition, % at 10 µM; 190,000 tested, 0.06% active; AID 950, 2007; in the data active = inhibition above about 40%; inconclusive = no clear call, values can overlap the other calls;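 note: 0% = no compound wells with probe peptide and 100% = reference peptide inhibitor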
# Target sequence (P10415 whole entry, looked up): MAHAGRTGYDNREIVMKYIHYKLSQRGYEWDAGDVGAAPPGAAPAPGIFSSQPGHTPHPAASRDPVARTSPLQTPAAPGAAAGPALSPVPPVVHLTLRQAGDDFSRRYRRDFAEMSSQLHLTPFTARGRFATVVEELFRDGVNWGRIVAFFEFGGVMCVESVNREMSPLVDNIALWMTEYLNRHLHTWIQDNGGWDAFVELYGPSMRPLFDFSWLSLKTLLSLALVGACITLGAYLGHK
# Bcl-B Bim block = inhibitors of Bim-Bcl-B binding, primary screen, biochemical, multiplexed, human Bcl-2 family. Bcl-2-like protein 10 (Homo sapiens), Q9HD36. bead-based flow cytometry, Bim peptide-Bcl-B binding. inhibition, % at 10 µM. 190,000 tested, 0.073% active. AID 951, 2007;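 note: 0% = tracer peptide without compound and 100% = reference inhibitor peptide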
# RGS7-Gao reg = RGS7-Galphao binding modulators, primary screen, biochemical, multiplexed bead flow cytometry; actives lie on both sides; Guanine nucleotide-binding protein G(o) subunit alpha (Homo sapiens), P09471; AID 1439, 2008; binding response (% of control), % at 10 µM; 220,000 tested, 0.35% active; in the data active = binding response below about 49% or above about 150%; inconclusive = no clear call, values can overlap the other calls; inactive = in between;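 note: fluorescent Galphao held in activated GDP-AlF4 state binding bead-coupled RGS7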
# ABCG2 inh = ABCG2 efflux pump inhibitors, primary screen, multiplex with ABCB1, IgMXP3 cells, flow cytometry; Broad substrate specificity ATP-binding cassette transporter ABCG2 (Homo sapiens), Q9UNQ0; JC-1 efflux; inhibition, % at 6.6 µM; 190,000 tested, 0.1% active; AID 1325, 2008;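 active = inhibition above 80%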;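 note: 0% = DMSO and 100% = nicardipine control wells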
#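 test system = two drug-resistant human cell lines, ABCG2 and ABCB1 | amount = 3 million cells/mL final, two lines in 1:1 ratio | reagent = JC-1 transporter substrate | doses = one concentration, 6.6 µM final | incubation = 10 min at 25 °C | signal = flow cytometric JC-1 green MFI at 530 nm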
# ABCB1 block = ABCB1 efflux pump inhibitors, primary screen, cell-based, multiplex, flow cytometry, ABCG2 counter-screen | AID 1326, 2008 | CCRF-Adr cells, JC-1 efflux | ATP-dependent translocase ABCB1 (Homo sapiens), P08183 | 190,000 tested, 0.067% active | inhibition, % at 6.6 µM; in the data active = inhibition above about 40%;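 note: 0% = vehicle and 100% = reference inhibitor; higher value means more JC-1 retained so stronger ABCB1 efflux block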
# Bcl-XL Bim block = inhibitors of Bim-Bcl-XL binding, primary screen, biochemical, multiplexed, bead flow cytometry, human Bcl-XL. inhibition, % at 10 µM. Bim peptide-Bcl-XL binding, fluorescence. AID 1007, 2008. 190,000 tested, 0.04% active. Bcl-2-like protein 1 (Homo sapiens), Q07817
# Target sequence (Q07817 whole entry, looked up): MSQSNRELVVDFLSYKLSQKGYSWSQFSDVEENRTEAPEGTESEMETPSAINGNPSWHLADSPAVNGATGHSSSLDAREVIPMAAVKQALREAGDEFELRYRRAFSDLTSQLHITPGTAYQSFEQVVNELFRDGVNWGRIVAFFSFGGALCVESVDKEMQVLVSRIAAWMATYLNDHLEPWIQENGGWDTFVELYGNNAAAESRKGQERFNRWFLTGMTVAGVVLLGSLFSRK
# Bfl-1 Bim block = inhibitors of Bim binding to Bfl-1, primary screen, biochemical, multiplexed, bead-based flow cytometry; Bcl-2-related protein A1 (Homo sapiens), Q16548; Bim-Bfl-1 binding inhibition; inhibition, % at 10 µM; 190,000 tested, 0.12% active; AID 1008, 2008;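 note: 0% = wells without compound plus tracer and 100% = blocker peptide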
# RGS8-Gao = RGS8-Galphao binding modulators, primary screen, biochemical, multiplexed bead flow cytometry; Guanine nucleotide-binding protein G(o) subunit alpha (Homo sapiens), P09471; actives lie on both sides; response (percent of control binding), % at 10 µM; 220,000 tested, 0.34% active; in the data active = response below about 60% or above about 140%; inactive = in between;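 note: Galphao activated as the GDP aluminium fluoride complex binding bead-coupled RGS8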
# GSH fluor = compound fluorescence on glutathione beads, profiling panel, artefact control, biophysical, 488/530 nm, flow cytometry | GSH beads flow cytometry, compound fluorescence 488/530 nm; hits give high values | fluorescence (KMESF) at 10 µM | 190,000 tested, 0.25% active | AID 1776, 2009; in the data active = fluorescence above about 89;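 note: glutathione beads carrying GST-tagged Bcl family fusion proteins plus one bare bead set; values are compound well signal with DMSO vehicle wells as background; inactives centre near 16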
# Bim-Bcl-W = inhibitors of Bim binding to Bcl-W, primary screen, biochemical, multiplexed, bead-based flow cytometry. Bcl-2-like protein 2 (Homo sapiens), Q92843. Bim peptide-Bcl-W binding. inhibition, % at 10 µM. AID 952, 2007. 190,000 tested, 0.02% active;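 note: 0% = bound tracer without compound and 100% = peptide blocker; higher means less fluorescent Bim peptide bound to Bcl-W beads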
# Target sequence (Q92843 whole entry, looked up): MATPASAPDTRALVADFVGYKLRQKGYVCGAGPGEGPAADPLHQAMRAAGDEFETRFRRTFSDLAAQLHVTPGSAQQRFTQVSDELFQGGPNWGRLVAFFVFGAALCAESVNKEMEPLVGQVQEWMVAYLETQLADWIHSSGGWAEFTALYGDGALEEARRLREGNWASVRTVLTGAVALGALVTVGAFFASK
# * = called active by the depositor; u = inconclusive. Cut-off read from the data, not from the text of the source, unless noted: active = inhibition above about 40%.
SMILES,RGS4-Gao reg,Bim-Bcl-2,Bcl-B Bim block,RGS7-Gao reg,ABCG2 inh,ABCB1 block,Bcl-XL Bim block,Bfl-1 Bim block,RGS8-Gao,GSH fluor,Bim-Bcl-W
COc1cc(/C=C(\C#N)C(=O)NC2CCCCC2C)ccc1OS(=O)(=O)c1ccc(C)cc1 (stereo not drawn),100,-2,-4,103,73,2.3,-4,-2,105,11,-4
C=CCS/C(=N\n1cnc2ccccc2c1=O)N1CCCCC1,112,0,3,108,2,1.1,-4,0,100,13,0
Cc1nc2ccc(S(=O)(=O)NCC(=O)N3CCc4ccccc43)cc2s1,105,-14,-12,109,33,0.6,-6,-7,104,15,-2
COC(=O)CC1SC(=O)NC1=Nc1cccc(C)c1 (stereo not drawn),102,-9,-6,99,11,1.3,-7,-19,101,23,-2
CN(C)CCNC(=S)NC1CCCCC1,105,-3,0,110,1,3.9,2,0,104,20,0
CC(C)CCn1nnnc1C(c1ccc(F)cc1)N1CCN(C(=O)c2ccco2)CC1 (stereo not drawn),97,-5,-3,98,3,1.2,-2,-9,100,5,0
C=CCn1cc(C(=O)OC)c(=O)c2cc(S(=O)(=O)N3CCCCCC3)ccc21,102,2,-2,102,1,0.0,0,0,100,63,0
Cc1ccc([N+](=O)[O-])cc1S(=O)(=O)N1CCC(C)CC1,99,-4,-8,91,3,0.5,-4,-8,98,15,-5
C=CCn1c(O)c(N=NC(=O)OCC)c2ccccc21,100,-7,-5,101,30,0.5,-9,-3,102,10,-5
Cc1ccc(OCc2nnc(SCc3cc(=O)[nH]c4ccccc34)n2-c2ccccc2)cc1,99,-9,-11,98,18,0.4,-9,-15,100,11,-3
COCCn1nnnc1CN1CCN(c2cccc(C(F)(F)F)c2)CC1,94,0,0,93,2,0.3,-1,-1,89,29,-3
O=C(NC(c1ccc(Cl)cc1)c1c(O)ccc2ccccc12)c1ccccc1 (stereo not drawn),100,0,0,98,2,0.1,-6,5,100,6,-3
CC(C)C[C@H](NC(=O)c1nc[nH]c1C(=O)NCc1ccccc1)C(=O)OC(C)(C)C,97,-3,-1,97,7,1.1,-2,-3,97,18,0
CCS(=O)(=O)NCC(c1cccnc1)N1CCN(c2ccc(F)cc2)CC1 (stereo not drawn),98,17,12,97,9,1.1,14,22,99,29,6
COC(=O)c1ccccc1OCCN1CCCCCC1,103,0,2,98,3,0.3,-1,-3,103,15,0

# Copied from the entries so far, nine compounds:
SMILES,RGS4-Gao reg,Bim-Bcl-2,Bcl-B Bim block,RGS7-Gao reg,ABCG2 inh,ABCB1 block,Bcl-XL Bim block,Bfl-1 Bim block,RGS8-Gao,GSH fluor,Bim-Bcl-W
C=CCn1cc(C(=O)OC)c(=O)c2cc(S(=O)(=O)N3CCCCCC3)ccc21,102,2,-2,102,1,0.0,0,0,100,63,0
Cc1ccc([N+](=O)[O-])cc1S(=O)(=O)N1CCC(C)CC1,99,-4,-8,91,3,0.5,-4,-8,98,15,-5
C=CCn1c(O)c(N=NC(=O)OCC)c2ccccc21,100,-7,-5,101,30,0.5,-9,-3,102,10,-5
Cc1ccc(OCc2nnc(SCc3cc(=O)[nH]c4ccccc34)n2-c2ccccc2)cc1,99,-9,-11,98,18,0.4,-9,-15,100,11,-3
COCCn1nnnc1CN1CCN(c2cccc(C(F)(F)F)c2)CC1,94,0,0,93,2,0.3,-1,-1,89,29,-3
O=C(NC(c1ccc(Cl)cc1)c1c(O)ccc2ccccc12)c1ccccc1 (stereo not drawn),100,0,0,98,2,0.1,-6,5,100,6,-3
CC(C)C[C@H](NC(=O)c1nc[nH]c1C(=O)NCc1ccccc1)C(=O)OC(C)(C)C,97,-3,-1,97,7,1.1,-2,-3,97,18,0
CCS(=O)(=O)NCC(c1cccnc1)N1CCN(c2ccc(F)cc2)CC1 (stereo not drawn),98,17,12,97,9,1.1,14,22,99,29,6
COC(=O)c1ccccc1OCCN1CCCCCC1,103,0,2,98,3,0.3,-1,-3,103,15,0

# The listing continues.
SMILES,RGS4-Gao reg,Bim-Bcl-2,Bcl-B Bim block,RGS7-Gao reg,ABCG2 inh,ABCB1 block,Bcl-XL Bim block,Bfl-1 Bim block,RGS8-Gao,GSH fluor,Bim-Bcl-W
O=C1[C@@H]2Cc3c([nH]c4ccccc34)[C@@H](c3ccccc3)N2C(=O)[C@@H]2Cc3c([nH]c4ccccc34)[C@@H](c3ccccc3)N12,95,-5,-7,97,-5,1.7,-4,3,93,19,-1
CN1C(=O)SC(Nc2cccc3ccccc23)C1=O (stereo not drawn),97,9,-6,104,2,0.5,-7,3,102,14,-3
Cc1ccc(S(=O)(=O)/C(=C/Cl)NC(=O)c2ccccc2)cc1,98,-6,-4,99,3,1.6,-4,-1,101,4,-1
Cc1cc(Cl)ccc1OCC(=O)NCCOc1nc(N2CCCCC2)nc(N2CCOCC2)n1,102,-13,-5,103,1,1.7,-4,-13,100,9,0
CN(C)C(=O)COC(=O)/C=C/c1cn(-c2ccccc2)nc1-c1cccs1,101,-4,-7,101,-2,-1.6,-3,-3,101,18,-1
COc1cccc(CNC(=O)CCNS(=O)(=O)c2cccs2)c1,101,0,1,99,0,0.0,-3,-1,100,24,-2
CCOC(=O)c1cc(C(=O)Nc2ccccc2F)nn1C,93,-14,-17,97,7,-0.1,2,-15,101,47,1
COc1ccccc1NC(=O)c1ccc(-c2ccc(Br)cc2)o1,103,-9,-4,103,0,0.0,-2,-8,101,5,1
COc1ccc(NC(=O)CCC(=O)OC(C(=O)c2ccccc2)c2ccccc2)cc1 (stereo not drawn),100,-16,-10,106,-6,-0.1,-11,-22,101,27,-3
Cc1nn(C(C)C(=O)NCc2cccs2)c(C)c1[N+](=O)[O-] (stereo not drawn),104,-3,-1,u,1,-0.2,0,-4,101,17,2
COc1cc(NC(=O)c2ccc3c(c2)OCCO3)ccc1NC(=O)c1cccs1,102,-7,-3,114,6,1.6,-2,-9,105,12,0
O=S(=O)(/C=C/c1ccccc1)N1CCN(Cc2ccc3c(c2)OCO3)CC1,100,-2,1,100,2,0.5,0,-5,100,16,-2
Cc1ccc(S(=O)(=O)CCc2nc3ccccc3s2)cc1C,103,-12,-8,105,0,-0.2,0,-10,103,50,3
COCCSc1nnc(NC(=O)Cc2ccc(OC)c(OC)c2)s1,104,-2,-4,116,1,0.1,0,-6,103,23,-1
NS(=O)(=O)c1cccc(NC(=O)c2cc3ccccc3o2)c1,98,-6,0,102,-1,-0.4,-1,-8,100,10,-1
N#CCCn1[nH]c(-c2ccccc2)cc1=O,100,-14,-10,100,-3,0.1,-7,-8,102,16,-2
COc1ccc2c(CC(=O)Nc3nccs3)coc2c1,104,0,-6,113,9,0.9,-1,-6,104,14,-1
Cc1nonc1CC(=O)N1CCCC(C(=O)c2ccc(Cl)cc2)C1 (stereo not drawn),99,-7,-8,101,13,1.6,-5,-3,101,10,-2
CCOC(=O)CSc1nc(C(C)C)nc2sc(C)c(C)c12,99,-2,3,100,4,0.7,6,0,102,21,3
CC1=CC(c2ccccc2)n2nc(N3C(=O)c4ccccc4C3=O)nc2N1 (stereo not drawn),101,0,0,99,2,0.4,-2,-2,102,15,0
O=C(c1ccc2c(c1)OCO2)C1CCCN(Cc2ccc3nsnc3c2)C1 (stereo not drawn),106,-4,-3,104,0,-0.1,0,-3,106,11,0
COc1cc(C(=O)NNC2=CC(=O)CC(C)(C)C2)cc(OC)c1OC,87,-5,-6,88,-9,-0.7,-3,-12,94,15,-1
Cc1ccc(C(=O)NNC(=O)c2cc(OCC(F)(F)F)ccc2OCC(F)(F)F)cc1,102,0,-1,99,0,0.0,-2,-9,100,23,2
CSc1nc2c(cnn2-c2ccc(C)c(C)c2)c(=O)[nH]1,101,6,5,94,4,-0.3,5,5,99,22,3
O=C(CCCN1C(=O)c2ccccc2C1=O)N1CCN(c2ccccn2)CC1,102,-4,-1,102,5,1.1,-2,-2,101,19,-3
Cc1ccc(-c2cc(C(=O)OCC(=O)N(C)C3CCS(=O)(=O)C3)c3ccccc3n2)o1 (stereo not drawn),100,4,2,u,1,0.3,0,35,98,11,6
Cc1ccc(C(=O)Oc2cc(C)n(C)c(=O)c2)cc1,96,2,0,115,3,0.7,2,-1,100,8,0
CC(C)(C)C(=O)Nc1ccccc1C(=O)Nc1ccccn1,103,-4,-5,99,1,0.1,-7,-7,101,19,-3
CC1CCCN(CC(O)COCc2ccc3c(c2)OCO3)C1 (stereo not drawn),94,-7,-7,91,0,0.8,-6,-7,96,24,-5
COc1cc(N2CCCC2)c(OC)cc1/C=C(/C#N)c1cccc(F)c1,95,-16,-37,91,23,12,-14,5,97,52,-7
CCOc1cccc(-c2nnc3sc(COc4ccc(Cl)cc4)nn23)c1,86,0,-1,86,2,0.1,-1,-7,93,6,2
C/C(CC(=O)NCCCN1CCOCC1)=N\NC(=O)COc1cccc2ccccc12,103,-5,-6,102,1,0.1,-6,-3,115,10,-3
CCCCn1c(N)c(N(CC)C(=O)c2cc(Br)ccc2Cl)c(=O)[nH]c1=O,105,-5,-5,u,1,0.4,-3,-6,104,16,-1
Cc1cc2nc(-c3ccc(SCc4ccccn4)nc3)[nH]c2cc1C,99,-3,-12,100,0,0.3,-4,0,102,7,-2
CO/N=C/NC(=O)C1=NOC(CNc2ncc(C(F)(F)F)cc2Cl)C1 (stereo not drawn),104,3,0,104,6,0.0,2,1,101,12,0
COc1ccccc1/C=C/C=N/NC(=O)c1ccc2nc[nH]c2c1,80,0,-2,97,-5,-0.6,0,-5,91,12,0
Cc1c(-c2cccc(Cl)c2)nc2ccccc2c1C(=O)OC/C(O)=C(\C#N)c1nc2ccccc2[nH]1,99,1,0,99,-2,-0.2,-2,-5,96,15,0

# Screens deposited in PubChem by NMMLSC.
